NCOA2 inhibitor: inhibition of GAL4-SRC2 driven luciferase reporter, primary screen, SRC2 inhibitor project, cell-based, luminescence. Nuclear receptor coactivator 2 (Homo sapiens), Q15596. HEK293 GAL4-SRC2 luciferase reporter. inhibition, % at 9 µM. 370,000 tested, 0.17% active;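 active = inhibition above the mean inhibition of all tested compounds plus 3 SD, set per campaign, cut at about 52% in these data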;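 also: 0% = DMSO treated cells and 100% = cells given Gossypol at 36 µM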
NOD2 RIPK2 PPI: NOD2-RIPK2 binding disruptors in cells, primary screen, fluorescence, CHO cells, BLA complementation | Receptor-interacting serine/threonine-protein kinase 2 (Homo sapiens), O43353 | CCF4 ratio | inhibition, % at 4.98 µM | 360,000 tested, 0.38% active | AID 624267, 2012; in the data active = inhibition above about 21%;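 also: 0% = vehicle only and 100% = reference blocker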
Target sequence (O43353 whole entry, looked up): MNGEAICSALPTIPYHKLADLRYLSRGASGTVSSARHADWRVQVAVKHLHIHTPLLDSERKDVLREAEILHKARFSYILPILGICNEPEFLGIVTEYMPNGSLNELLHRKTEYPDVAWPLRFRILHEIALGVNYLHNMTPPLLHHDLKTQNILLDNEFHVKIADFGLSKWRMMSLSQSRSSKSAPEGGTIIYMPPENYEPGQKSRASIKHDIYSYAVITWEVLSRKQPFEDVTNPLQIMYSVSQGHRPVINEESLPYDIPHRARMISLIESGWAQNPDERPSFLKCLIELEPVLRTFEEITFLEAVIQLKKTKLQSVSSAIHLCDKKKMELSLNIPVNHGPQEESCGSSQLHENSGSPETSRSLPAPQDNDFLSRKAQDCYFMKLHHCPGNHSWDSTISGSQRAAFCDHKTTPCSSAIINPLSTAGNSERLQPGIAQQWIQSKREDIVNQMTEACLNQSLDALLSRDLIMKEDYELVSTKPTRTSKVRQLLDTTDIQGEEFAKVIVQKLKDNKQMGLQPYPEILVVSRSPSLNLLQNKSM
Vif inh: HIV Vif self-association inhibitors, primary screen, imaging, HEK293T, single point; inhibition, % at 7.49 µM; 340,000 tested, 0.35% active; HEK293T cells, Vif self-association by quenched fluorescence, 24 h; in the data active = inhibition above about 50%, passing the limit was not always enough; inconclusive = no clear call, values can overlap the other calls; inactive = below about 31%; also: some results filed as inactive read as strong as hits
TROY NFkB inh: inhibitors of TROY-driven NF-kB signaling, primary screen, Q293 LMP1-TROYcd cells, NF-kB luciferase, uHTS; Q293 LMP1-TROYcd NF-kB luciferase reporter, 4 h; inhibition, % at 10 µM; 360,000 tested, 0.98% active;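 active = compounds whose plate-normalised and pattern-corrected inhibition of the luciferase reporter signal at the single screening dose is 50% or more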
NR5A2 inv ag: LRH-1 (NR5A2) inverse agonists, primary screen, cell-based, luminescence, HEK293T, StAR-luciferase reporter; inhibition, % at 3.6 µM; LRH-1 transfected, 24 h; 360,000 tested, 0.13% active; Nuclear receptor subfamily 5 group A member 2 (Homo sapiens), O00482; AID 602396, 2012;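 active = inhibition above the mean inhibition of all tested compounds plus 3 SD, cut at about 73% in these data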;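 also: 0% = DMSO wells and 100% = reporter-only cells lacking LRH-1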
SRC1 inh: SRC1 coactivator transcriptional activity inhibitors, primary screen, cell-based, luminescence; Nuclear receptor coactivator 1 (Homo sapiens), Q15788; HEK293 GAL4-SRC1 luciferase reporter; inhibition, % at 3.6 µM; 360,000 tested, 0.12% active; AID 588354, 2011;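 active = inhibition above the campaign mean plus 3 SD, with each screening campaign given its own cutoff, cut at about 60% in these data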;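 also: 0% = DMSO treated cells and 100% = gossypol at 36 µM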
NR2F2 inh: NR2F2 transcriptional activity inhibitors, primary screen, cell-based, luciferase reporter, HEK293T, luminescence | inhibition, % at 8.6 µM | HEK293T NGFI-A luciferase reporter | 370,000 tested, 0.7% active | COUP transcription factor 2 (Homo sapiens), P24468;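 active = inhibition above a per-plate cutoff, mean inhibition of test wells between control levels plus 3 SD, cut at about 38% in these data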;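 also: cells cotransfected with COUP-TFII expression vector driving the NGFI-A reporter; 0% = median of COUP-TF2 test wells and 100% = reporter-only cells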
Target sequence (P24468 whole entry, looked up): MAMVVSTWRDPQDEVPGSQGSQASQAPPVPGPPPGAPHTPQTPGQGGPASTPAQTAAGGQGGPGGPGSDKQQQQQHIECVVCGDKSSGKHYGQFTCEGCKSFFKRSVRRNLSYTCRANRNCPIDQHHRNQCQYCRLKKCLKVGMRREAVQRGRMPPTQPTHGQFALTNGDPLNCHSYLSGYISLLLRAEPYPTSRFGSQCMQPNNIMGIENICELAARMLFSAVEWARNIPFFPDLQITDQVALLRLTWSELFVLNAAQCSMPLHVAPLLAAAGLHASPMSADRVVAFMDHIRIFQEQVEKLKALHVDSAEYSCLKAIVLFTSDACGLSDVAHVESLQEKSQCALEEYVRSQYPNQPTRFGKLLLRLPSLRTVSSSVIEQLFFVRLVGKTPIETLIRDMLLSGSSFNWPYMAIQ
C8 TRAIL sens: viability loss with TRAIL in NB7+C8 cells, primary screen, TRAIL sensitizer project, cell-based, ATPlite luminescence | inhibition (viability loss, TRAIL sensitization), % at 10 µM | 360,000 tested, 1% active | AID 624354, 2012;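 active = compounds causing at least 50% loss of cell viability in the single-dose screen, relative to plate controls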
EBV LMP1 NFkB: EBV LMP1-driven NF-kappaB luciferase reporter inhibitors, primary screen, cell-based, luminescence, single point; AID 504558, 2011; LMP1-induced NF-kappaB luciferase reporter cells; 350,000 tested, 0.69% active; inhibition, % at 12.5 µM; in the data active = inhibition above about 41%; inconclusive = no clear call, values can overlap the other calls;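 also: 0% = neutral control wells and 100% = reference inhibitor control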
NCOA3 inh: SRC3 coactivator transcriptional activity inhibitors, primary screen, cell-based, luminescence; Nuclear receptor coactivator 3 (Homo sapiens), Q9Y6Q9; HEK293 GAL4-SRC3 luciferase reporter; inhibition, % at 3.6 µM; 360,000 tested, 0.17% active;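 active = inhibition above a per-campaign cutoff, the mean of all compounds plus 3 SD, cut at about 60% in these data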;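 also: 0% = DMSO-treated cells and 100% = gossypol-treated cells at 36 µM; higher means less SRC3-driven luciferase light from the GAL4 reporter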
TLR9-MyD88 block: inhibitors of TLR9-MyD88 association in cells, primary screen, cell-based, CHO, BLA complementation, fluorescence; CCF4 FRET ratio; 340,000 tested, 0.21% active; inhibition, % at 4.98 µM; Toll-like receptor 9 (Homo sapiens) + Myeloid differentiation primary response protein …;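 active = inhibition above the mean over all tested compounds plus 3 SD, cut at about 21% in these data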;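 also: 0% = DMSO only wells and 100% = clavulanate BLA inhibitor control wells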
* hit, by the source's call; ? = inconclusive; / = not tested or not shown. An excerpt, so the mix of outcomes need not match the whole.

SMILES	NCOA2 inhibitor	NOD2 RIPK2 PPI	Vif inh	TROY NFkB inh	NR5A2 inv ag	SRC1 inh	NR2F2 inh	C8 TRAIL sens	EBV LMP1 NFkB	NCOA3 inh	TLR9-MyD88 block
CSc1ccc(/C=N/N2CCN(C)CC2)cc1	-43	-6	-11	-1	-54	-83	-18	6	-13	-54	1
O=C(NCCc1ccc(Cl)cc1)c1cccs1	-10	10	-6	-48	-80	-26	-31	-17	-10	-46	1
Cc1cc(C(=O)NCC(c2ccco2)N(C)C)ccc1[N+](=O)[O-] (stereo not drawn)	-19	-9	-1	-5	-5	0	-22	-2	-7	-6	-2
CCOC(=O)C1CCN(C(=O)Nc2ccc(OC)c(OC)c2)CC1	-15	4	2	15	5	-8	7	13	1	15	0
NCCCn1c(C(=O)c2ccc(Cl)cc2)c2ccc([N+](=O)[O-])cc2[n+]1[O-]	-8	-7	-5	-48	-8	-1	-16	-5	-8	-11	-6
O=[N+]([O-])c1ccccc1OCC(O)CN1CCN(CC(O)COc2ccccc2[N+](=O)[O-])CC1 (stereo not drawn)	-14	-4	-1	4	0	2	-22	1	18	-6	2
O=C1COc2ccc(C(=O)COC(=O)Cc3ccc(Cl)cc3)cc2N1	-30	0	-11	2	5	0	2	12	0	3	3
Cc1cc(=O)[nH]c(N2CCN(C(c3ccccc3)c3ccccc3)CC2)n1	-6	-20	9	-1	-8	-43	-15	-2	-1	-7	-9
Cc1cc(S(=O)(=O)Nc2ccc3c(c2)n(C)c(=O)n3C)ccc1F	-19	-6	0	7	11	6	-22	12	3	-8	-6
Cc1cc(C(F)(F)F)n2ncc(-c3ccccc3)c2n1	-27	-2	13	-30	-2	-17	3	-19	24	0	-2
COc1ccc(-c2nc(CS(=O)CC(=O)NCc3ccco3)c(C)o2)cc1OC (stereo not drawn)	-23	-3	-2	-7	-16	3	9	-9	-1	-4	-9
COC(=O)COc1ccc(S(=O)(=O)NCc2cccnc2)cc1C	-1	-3	-6	0	8	1	3	6	-6	8	5
CCOc1ccc2[nH]c3c(N4CCN(C(=O)c5ccco5)CC4)ncnc3c2c1	-19	-4	-8	2	5	0	20	16	/	12	/
CC(=O)C1=C(O)C(=O)N(CCc2c[nH]c3ccccc23)C1c1ccco1 (stereo not drawn)	-23	5	/	12	0	-19	13	4	0	7	0
N/C(=N\c1nc2ccccc2o1)NC(=O)c1cccc(Br)c1	-14	-1	-7	-19	3	8	-1	-2	/	-12	/
CCN1CCN(C(c2cccs2)C(C)NC(=O)CC(C)C)CC1 (stereo not drawn)	-14	1	13	3	17	-3	-16	2	7	-13	3
COc1ccc(C(=O)C[n+]2ccccc2C)cc1	-38	-4	0	13	-4	-29	7	15	-4	9	2
COc1ccc(S(=O)(=O)Nc2ccc(-n3cnnn3)cc2)cc1Br	-28	0	-3	-19	-2	16	6	9	-10	-10	-5
Cc1ccc(NC(=O)CNC(=O)C23CC4CC(CC(C4)C2)C3)nc1	-1	2	-1	3	-19	7	-6	2	2	-7	6
CCOc1ccc(C(=O)OCC(=O)Nc2ccc(SC(F)F)cc2)cc1OCC	-3	-8	-5	10	-10	-6	-8	-1	-2	3	-13
CCCNC(=O)c1onc(CS(=O)(=O)c2cc(C)cc(C)c2)c1C(=O)NCCC	-9	-11	-3	12	-13	0	0	-3	1	-15	-5
OC(CNC1CCCCCC1)COc1cccc2ccccc12 (stereo not drawn)	-11	4	2	-13	7	-3	-9	8	13	4	-3
CCS(=O)(=O)c1ccc2oc(SCC(=O)NC34CC5CC(CC(C5)C3)C4)nc2c1	12	-3	-13	10	20	-6	-3	-13	4	2	-10
O=C1N=C(N2CCN(c3ccccc3)CC2)S/C1=C\c1cn[nH]c1-c1ccccc1	7	-9	0	-5	-6	1	23	-8	20	36	-7
CC(NCC(=O)Nc1ccccc1C(=O)NC1CC1)c1cccc(C(F)(F)F)c1 (stereo not drawn)	-17	-5	20	2	2	-11	17	-1	4	-12	1

More records:
SMILES	NCOA2 inhibitor	NOD2 RIPK2 PPI	Vif inh	TROY NFkB inh	NR5A2 inv ag	SRC1 inh	NR2F2 inh	C8 TRAIL sens	EBV LMP1 NFkB	NCOA3 inh	TLR9-MyD88 block
O=C(c1ccccc1NS(=O)(=O)c1cccs1)N1CCCC1	-5	-4	18	-1	6	-7	4	-7	-21	10	-5
O=c1c(Cc2c(F)cccc2Cl)c(O)ccn1CCc1ccccn1	-8	-2	-4	1	4	-25	5	-1	-10	6	-3
CC1(c2ccccc2)CC(C)(C)n2c(O)c(C3=NC(=S)NC3=O)c3cccc1c32 (stereo not drawn)	3	8	-3	29	6	7	-21	0	1	13	-9
Cc1c(Cl)sn(-c2ccc(Cl)cc2)c1=O	45	29*	25	-9	-8	-19	17	-2	11	10	4
CCOC(=O)C1=CN(Cc2ccco2)S(=O)(=O)N(CC)C1c1ccc(F)c(Cl)c1 (stereo not drawn)	-11	-3	3	-5	-15	3	16	-4	0	3	1
Cc1cccc(CSCCNC(=O)c2ccc(CN3CCOCC3)cc2)c1	15	-9	-8	9	17	-6	17	1	10	14	-5
COc1cc(OC)c(CNC2CCCCCC2)cc1Br	25	-12	/	4	11	5	2	-2	1	9	1
COc1cccc(NC(=O)CN(C)C(=O)c2cc(C)oc2C)c1	-52	-12	-3	12	-10	-6	1	5	-1	6	-1
CNC(=O)C(C)c1ncc(C(F)(F)F)cc1Cl (stereo not drawn)	15	6	0	12	-10	-2	7	-2	-7	12	9
COC(=O)c1ccccc1NC(=O)CN1CCC(C(=O)c2ccc3c(c2)OCCO3)CC1	3	-5	/	45	1	2	21	11	8	-8	-5
O=C(Nc1nccs1)C1C2CC3OC(=O)C1C3C2 (stereo not drawn)	-4	8	11	-3	-12	-21	5	-3	-2	-21	3
COc1ccc(NC(=O)COC(=O)CCCOc2ccc(Cl)cc2Cl)cc1Cl	14	-7	/	-13	-32	-7	-1	-8	0	-11	-3
COC1=CC(=Cc2c(N)n3nc(CC(=O)N4CCCCC4)sc3nc2=O)C=C(OC)C1=O	-8	-8	9	12	4	-11	1	-10	-4	-5	3
CN(C)C(=O)CSc1nnc(C23CC4CC(CC(C4)C2)C3)o1	-34	-3	-7	-29	-123	-77	-6	7	-15	-112	6
O=C(NCc1nc2ccccc2[nH]1)C1=C[C@@H](c2csc3ccccc23)C[C@@H](OCc2ccc(CO)cc2)O1	3	-4	-4	38	0	-11	24	9	1	1	-2
Cc1ccccc1OCC(=O)OCC(=O)Nc1ccc(S(N)(=O)=O)cc1	-17	-11	-6	20	-2	-10	16	-2	6	15	-12
CN(CCOC(=O)/C=C/c1ccccc1)C(C)(C)C	-12	1	8	1	-6	1	-6	5	-4	7	-6
Cc1cc(C)c(C(=O)N2CCCC(N3CCN(c4ccc(F)cc4)CC3)C2)o1 (stereo not drawn)	-8	-10	-5	-1	0	6	13	-2	8	23	3
CCN(C(=O)CSc1nnc2c3ccccc3n(CC)c2n1)C1CCS(=O)(=O)C1 (stereo not drawn)	3	-10	3	-1	-4	-1	0	19	1	3	4
COc1ccc(NC2=C(c3ccc(OC)cc3)C(=O)c3ccccc32)cc1	-12	-7	-3	-32	-15	1	1	17	-1	13	-5
COc1ccc(Nc2oc(COc3cccc(C)c3)nc2C#N)cc1	-22	-4	5	-64	-65	-61	-21	4	-1	-37	7
Cc1ccc(C(=O)Nc2ccc(S(=O)(=O)N3CCOCC3)cc2)cc1	-7	1	14	-2	12	5	-2	-1	-3	-1	1
Cc1ccc2c(c1)/C(=N/OS(=O)(=O)c1ccccc1)CCS2	-2	-7	?	-11	11	2	5	-17	4	-15	0
Cc1cccc(N/N=C2/COC(C)(C)CC2=O)c1	-49	-5	2	4	-127	-98	-48	9	-24	-139	-10
Cc1ccc(OCC(=O)Nc2cccc3ccccc23)c([N+](=O)[O-])n1	6	-11	-6	-4	-13	-2	5	15	2	7	-1

4 compounds drawn at random from the list so far:
SMILES	NCOA2 inhibitor	NOD2 RIPK2 PPI	Vif inh	TROY NFkB inh	NR5A2 inv ag	SRC1 inh	NR2F2 inh	C8 TRAIL sens	EBV LMP1 NFkB	NCOA3 inh	TLR9-MyD88 block
O=C(c1ccccc1NS(=O)(=O)c1cccs1)N1CCCC1	-5	-4	18	-1	6	-7	4	-7	-21	10	-5
COc1ccc(C(=O)C[n+]2ccccc2C)cc1	-38	-4	0	13	-4	-29	7	15	-4	9	2
COC(=O)COc1ccc(S(=O)(=O)NCc2cccnc2)cc1C	-1	-3	-6	0	8	1	3	6	-6	8	5
COc1ccc(NC(=O)COC(=O)CCCOc2ccc(Cl)cc2Cl)cc1Cl	14	-7	/	-13	-32	-7	-1	-8	0	-11	-3

Part of the list above, bar-delimited.
molecule | NCOA2 inhibitor | NOD2 RIPK2 PPI | Vif inh | TROY NFkB inh | NR5A2 inv ag | SRC1 inh | NR2F2 inh | C8 TRAIL sens | EBV LMP1 NFkB | NCOA3 inh | TLR9-MyD88 block
CN(CCOC(=O)/C=C/c1ccccc1)C(C)(C)C | -12 | 1 | 8 | 1 | -6 | 1 | -6 | 5 | -4 | 7 | -6
Cc1cc(C)c(C(=O)N2CCCC(N3CCN(c4ccc(F)cc4)CC3)C2)o1 (stereo not drawn) | -8 | -10 | -5 | -1 | 0 | 6 | 13 | -2 | 8 | 23 | 3
CCN(C(=O)CSc1nnc2c3ccccc3n(CC)c2n1)C1CCS(=O)(=O)C1 (stereo not drawn) | 3 | -10 | 3 | -1 | -4 | -1 | 0 | 19 | 1 | 3 | 4
COc1ccc(NC2=C(c3ccc(OC)cc3)C(=O)c3ccccc32)cc1 | -12 | -7 | -3 | -32 | -15 | 1 | 1 | 17 | -1 | 13 | -5
COc1ccc(Nc2oc(COc3cccc(C)c3)nc2C#N)cc1 | -22 | -4 | 5 | -64 | -65 | -61 | -21 | 4 | -1 | -37 | 7
Cc1ccc(C(=O)Nc2ccc(S(=O)(=O)N3CCOCC3)cc2)cc1 | -7 | 1 | 14 | -2 | 12 | 5 | -2 | -1 | -3 | -1 | 1
Cc1ccc2c(c1)/C(=N/OS(=O)(=O)c1ccccc1)CCS2 | -2 | -7 | ? | -11 | 11 | 2 | 5 | -17 | 4 | -15 | 0
